K1F lysis inhibition = inhibition of K1F phage lysis, E. coli UTI89, bacterial capsule biogenesis inhibitors, alamar blue (AID 488966). E. coli UTI89 K1F phage lysis, alamar blue, 2 h; higher % means a stronger effect. inhibition, % at 100 µM, or IC50 in µM where a hit was titrated. 340,000 compounds, 0.02% hits;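 active means phage lysis inhibition, versus mean bacterial control, above a set limit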;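 further: capsule biogenesis inhibitors block K1F phage lysis so surviving cells raise fluorescence; higher fluorescence means more inhibition of phage lysis; actives were called in the ten point dose series up to 300 µM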
NTR1 agonist = agonists of NTR1, primary screen, imaging, U2OS cells, beta-arrestin-GFP, high content (AID 493036); activation, % at 20 µM; NTR1-U2OS beta-arrestin-GFP spot imaging, agonist mode; Neurotensin receptor type 1 (Homo sapiens), P30989; 330,000 compounds, 0.17% hits;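 active means activation at or above 40% of the spot to cytoplasm intensity ratio, with at least 20 cells analyzed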;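 further: 0% = DMSO without peptide and 100% = 100 nM NTR1 peptide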
Target sequence (P30989 whole entry, looked up): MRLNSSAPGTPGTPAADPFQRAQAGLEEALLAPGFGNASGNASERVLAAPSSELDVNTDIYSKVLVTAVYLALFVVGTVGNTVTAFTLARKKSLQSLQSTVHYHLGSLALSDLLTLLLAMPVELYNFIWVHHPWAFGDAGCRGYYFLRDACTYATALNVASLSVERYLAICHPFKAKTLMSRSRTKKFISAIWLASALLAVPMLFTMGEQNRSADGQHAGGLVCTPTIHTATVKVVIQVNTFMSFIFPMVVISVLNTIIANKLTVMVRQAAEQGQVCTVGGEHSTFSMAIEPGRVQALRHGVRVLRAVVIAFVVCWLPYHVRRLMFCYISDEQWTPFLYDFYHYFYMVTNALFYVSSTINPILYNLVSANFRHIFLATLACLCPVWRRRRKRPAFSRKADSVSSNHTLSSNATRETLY
MgcRacGAP inhibition = MgcRacGAP GTPase-activating activity inhibitors, confirmation, biochemical, ADP Hunter fluorescence | Rac GTPase-activating protein 1 (Homo sapiens) | MgcRacGAP-stimulated Rac1 GTP hydrolysis, ADP Hunter fluorescence; higher % means a stronger effect; GST-tagged Rac1 F28L mutant substrate | one-dose inhibition, % at 30 µM; IC50 in µM for titrated hits | 340,000 compounds, 0.6% hits | AID 624330, 2012;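 active means first-screen hits whose inhibition reached a set limit at any dose in the follow-up dose series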;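 further: fluorescence reports GDP produced by GAP-driven GTP hydrolysis; strong numbers were not always called active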
NTR1 agonist cell count 20 µM = also measured in NTR1 agonist; calls as there; cell count; measured here: cell count, cytotoxicity flag
* marks the source's active call; other numbers are inactive results; [ ] = another dose, or the depositor's remark. The list is partial (hit frequency here may not be typical).

SMILES	K1F lysis inhibition	NTR1 agonist	NTR1 agonist cell count 20 µM	MgcRacGAP inhibition
COC(=O)[C@H](Cc1ccccc1)NC(=O)Cn1cnc2c(OCc3ccccc3)ncnc21	-0.2%	1.1	55	7%
CCN(C[C@H]1N[C@@](Cc2ccccc2)(C(=O)OC)[C@H]2C(=O)N(Cc3ccccc3)C(=O)[C@@H]12)S(=O)(=O)c1ccc(OC(F)(F)F)cc1	0.6%	3.5	60	26%
Cc1ccc(C(NC(=O)CN2C(=O)NC3(CCCC3)C2=O)c2ccccc2)cc1 (stereo not given)	0.1%[50 µM]	-1.0	41	5%
COc1ccc(S(=O)(=O)N2CCCCC2)cc1NC(=O)C1CC(=O)N(Cc2ccccc2)C1 (stereo not given)	0.0%[50 µM]	1.1	98	2%
O=C(NCC1CCCO1)c1cc2c(s1)CCCC2 (stereo not given)	0.8%[50 µM]	2.2	57	4%
C=CC(COCc1ccccc1)N([C@@H](Cc1ccccc1)C(=O)OC)S(=O)(=O)c1ccccc1Br (stereo not given in full)	0.1%	-2.2	42	6%
Cc1cccc(N2CCN(C(=O)c3ccccc3SCC(=O)N3CCCC3)CC2)c1C	-0.4%[50 µM]	-2.0	51	-4%
O=c1ccc(Cl)nn1-c1ccccc1	1.4%	-0.8	36	6%
CC(C)(C)c1ccc(C(=O)NCCC(=O)Nc2ccc3c(c2)OCCO3)cc1	0.5%[50 µM]	0.1	59	6%
CCOC(=O)[C@H]1[C@H]2COc3ccccc3[C@@H]2N2C(=O)c3cc(Cl)ccc3NC(=O)[C@@]12C	0.2%	4.9	96	-2%
CCN1CCN(c2ccc(NC(=O)COc3ccc(Cl)cc3C)cc2)CC1	0.8%[50 µM]	-2.6	40	6%
CN(CC(=O)NCc1ccccc1Cl)CC(=O)Nc1ccccc1Br	0.5%[50 µM]	0.1	37	6%
CCOC(=O)C1=CN(Cc2ccco2)S(=O)(=O)N(C)C1c1cccc(OC)c1 (stereo not given)	0.1%	0.8	57	11%
COc1ccc(N(C)S(=O)(=O)c2cccc(C(=O)Nc3cccc(C(=O)NC4CC4)c3)c2)cc1	0.1%[50 µM]	3.9	49	4%
COc1ccc(CCN(C)C(=O)CSc2nnc(C3CC3)n2N)cc1OC	-0.1%[50 µM]	0.2	54	5%
CC(=O)NCCC(=O)Nc1cc(S(=O)(=O)N2CCOCC2)ccc1N1CCCC1	0.8%[50 µM]	-0.2	71	8%
COc1cc2c(cc1OC)CN(S(=O)(=O)c1ccc(Cl)nc1)CC2	-0.2%[50 µM]	-0.4	51	-1%
Cc1ccc(CNC(=O)C(=O)NCCCn2ccnc2)cc1	0.4%	-1.7	50	-1%
Cc1ccccc1NC(=O)CCN1CCCCCC1	-0.1%	0.8	98	7%
CC(=O)Nc1cccc(NC(=O)C(=O)NCC(c2ccco2)N2CCc3ccccc32)c1 (stereo not given)	0.2%[50 µM]	0.1	54	4%
COc1cc(C(=O)NNC(=O)c2ccc3c(c2)OCCO3)cc(OC)c1OC	2.9%	1.6	53	-2%
Cc1cc(=O)oc2cc(OCC(=O)N3CCOCC3)c(Cl)cc12	1.0%[50 µM]	1.0	63	-1%
O=C(C[C@@H]1C/C=C\CCC(=O)O[C@H](c2ccccc2)CNC1=O)N[C@H](CO)Cc1ccccc1	0.8%	-1.8	38	2%
O=C(COc1ccccc1)NCC(=O)Nc1ccncc1	1.4%[50 µM]	-0.7	64	11%
CCOC(=O)[C@H]1[C@H]2COc3ccc(OC)cc3[C@@H]2N2C(=O)CN(Cc3ccc(C)cc3)C(=O)[C@@]12C	0.1%	5.1	60	12%
Nc1ncnc2c1ncn2[C@@H]1O[C@H](CNCc2ccc(OCC(=O)Nc3ccccn3)cc2)[C@@H](O)[C@H]1O	0.0%	-1.2	44	2%
COC(=O)C1=C(C)N(Cc2ccccc2)C(=NCCCCO)N[C@H]1c1cccc(C(F)(F)F)c1	0.6%	0.0	48	11%
C=CCN1C(=O)C(CC(=O)O)S/C1=N/N=C/c1ccc(N(CC)CC)cc1 (stereo not given)	-0.7%	1.0	74	4%
Cc1ccc(-c2csc(NCCn3c(-c4ccncc4)nc4cc(C(F)(F)F)ccc43)n2)cc1	-1.3%	21	55	3%
C#CCOCCOCCOCCNc1nc(N2CCN(C(=O)C([C@@H](C)O)n3cc([C@@H](N)CCCCN)nn3)CC2)nc(N2CCN(C(=O)[C@H](CCC(=O)O)n3cc([C@@H](N)CCCCN)nn3)CC2)n1 (stereo not given in full)	1.8%	-2.8	48	16%

Structures from the list above that contain a COOH group:
SMILES	K1F lysis inhibition	NTR1 agonist	NTR1 agonist cell count 20 µM	MgcRacGAP inhibition
C=CCN1C(=O)C(CC(=O)O)S/C1=N/N=C/c1ccc(N(CC)CC)cc1 (stereo not given)	-0.7%	1.0	74	4%
C#CCOCCOCCOCCNc1nc(N2CCN(C(=O)C([C@@H](C)O)n3cc([C@@H](N)CCCCN)nn3)CC2)nc(N2CCN(C(=O)[C@H](CCC(=O)O)n3cc([C@@H](N)CCCCN)nn3)CC2)n1 (stereo not given in full)	1.8%	-2.8	48	16%

Remaining list, next part:
SMILES	K1F lysis inhibition	NTR1 agonist	NTR1 agonist cell count 20 µM	MgcRacGAP inhibition
CCN(Cc1ccccc1)C(=O)COC(=O)c1cc(S(=O)(=O)Nc2ccccc2OC)ccc1O	-0.4%[50 µM]	2.7	47	3%
CCCc1sc(C(=O)Nc2nnc(C3CC3)s2)cc1CC	1.4%[50 µM]	2.1	65	2%
O=C(CSc1ccc2c(c1)OCCO2)Nc1ncccc1O	-1.1%	2.2	67	13%
C[C@H]1CN([C@@H](C)CO)C(=O)c2cc(NC(=O)C3CCCCC3)ccc2O[C@H]1CN(C)Cc1ccc(-c2ccccc2)cc1	-0.2%	4.2	59	4%
CC(C)=CCC/C(C)=C/CNC(=O)C[C@H]1C[C@H](C(=O)N2CCCCC2)[C@@]2(C)c3[nH]c4cc(-c5ccco5)ccc4c3CCN2C1=O	0.1%	2.6	55	7%
O=C(NCCOc1ccccc1)c1ccc2c(c1)S(=O)(=O)c1cc(Cl)ccc1C2=O	0.4%	20	54	11%
Cc1ccc(C)c(OCCC(=O)OCC(=O)NCCNC(=O)COC(=O)CCOc2cc(C)ccc2C)c1	0.7%[50 µM]	4.4	60	2%
CCN(CC)S(=O)(=O)c1ccc(N2CC(C(=O)NCCc3ccc(Cl)cc3)CC2=O)cc1 (stereo not given)	1.4%[50 µM]	-1.7	44	1%
N/C(=N/O)c1nc(N2CCCC2)nc(N2CCCC2)n1	0.6%[50 µM]	0.1	99	-3%
C=CC[C@@H](CC(=O)NCCO)C(=O)N[C@@H](COC(=O)[C@@H](CC=C)Cc1ccc(F)cc1)Cc1ccccc1	-1.7%	5.3	41	2%
N#Cc1ccsc1NC(=O)C1CC(=O)N(Cc2ccccc2)C1 (stereo not given)	1.0%[50 µM]	-0.2	60	7%
O=C(COC(=O)COc1ccc(Cl)cc1)NCCCc1ccccc1	0.4%[50 µM]	-0.5	47	5%
CCCNC(=O)C(Cc1cccc(C#N)c1)NC(=O)c1cccc([N+](=O)[O-])c1 (stereo not given)	1.6%	4.5	47	1%
CC1(c2ccc(OC(F)F)cc2)NC(=O)N(CC(=O)N2CCN(C(=O)c3ccco3)CC2)C1=O (stereo not given)	0.6%[50 µM]	-0.2	55	2%
O=C1CC(NS(=O)(=O)c2cccnc2)CN1c1ccc(Cl)cc1 (stereo not given)	0.9%[50 µM]	1.2	74	5%

Pulled one by one from above (2):
SMILES	K1F lysis inhibition	NTR1 agonist	NTR1 agonist cell count 20 µM	MgcRacGAP inhibition
O=C(CSc1ccc2c(c1)OCCO2)Nc1ncccc1O	-1.1%	2.2	67	13%
C=CC[C@@H](CC(=O)NCCO)C(=O)N[C@@H](COC(=O)[C@@H](CC=C)Cc1ccc(F)cc1)Cc1ccccc1	-1.7%	5.3	41	2%

Following part
SMILES	K1F lysis inhibition	NTR1 agonist	NTR1 agonist cell count 20 µM	MgcRacGAP inhibition
Cc1ccc(C)c(S(=O)(=O)N2CCN(C(=O)c3ccc(OCc4c(C)noc4C)cc3)CC2)c1	0.3%[50 µM]	1.3	63	3%
CCNc1nnc(SCC(=O)NC2CCCCCC2)s1	1.0%[50 µM]	0.9	65	13%
COc1ccc(CN(C)c2ccc(S(=O)(=O)N3CCN(C)CC3)cc2[N+](=O)[O-])cc1OC	0.5%[50 µM]	2.1	68	4%
C=CC[C@@H](Cc1ccc(F)cc1)C(=O)OC[C@H]1CCCN1C(=O)[C@@H](CC=C)CC(=O)N[C@@H](CO)Cc1ccccc1	-0.5%	9.3	57	4%
Cc1ccc(S(=O)(=O)N2CCOCC2)cc1NC(=O)CSc1nnc2n1CCCCC2	1.0%[50 µM]	-1.4	55	0%
COCCN(C(=O)COC(=O)CCS(=O)(=O)c1ccccc1)c1c(N)n(Cc2ccccc2)c(=O)[nH]c1=O	-0.1%[50 µM]	-0.8	48	-3%
CN(C)S(=O)(=O)c1ccc(N2CCCC2)c(C(=O)Nc2ccccc2F)c1	1.1%[50 µM]	0.8	68	5%
COc1ccccc1C(=O)CN1C(=O)NC2(CCCc3ccccc32)C1=O (stereo not given)	4.2%	-0.1	63	5%
CC(C)CN(C(=O)COC(=O)Cc1c[nH]c2ccccc12)c1c(N)n(Cc2ccccc2)c(=O)[nH]c1=O	-1.1%[50 µM]	0.0	48	-5%
CC(C)(Oc1ccc(Cl)cc1)C(=O)OCC(=O)N1CCN(c2ccccc2)CC1	0.2%[50 µM]	0.8	53	4%
COc1ccc(C)cc1NC(=O)CN1C(=O)C2CC=CCC2C1=O (stereo not given)	0.3%[50 µM]	-0.6	59	0%
COc1ccc2nc(C3CCCCC3)c3c(c2c1)CCC3	0.7%	6.6	92	9%
CCC1Nc2ncnc(N3CCCCC3)c2N(Cc2ccc(Br)cc2)C1=O (stereo not given)	-0.7%	2.3	106	-2%
O=C(CCCc1ccccc1)NCCS(=O)(=O)N1CCN(c2ccccc2F)CC1	0.6%[50 µM]	2.8	55	3%
CCc1noc(C)c1C(=O)N1CCN(S(=O)(=O)c2ccc(C)cc2C)CC1	0.9%[50 µM]	2.3	45	1%
O=C(c1ccc(F)cc1Cl)N(Cc1ccco1)C1CCS(=O)(=O)C1 (stereo not given)	0.7%[50 µM]	3.1	65	3%
Cc1ccc(NC(=O)c2cccc(S(=O)(=O)NCc3ccccc3)c2)nc1	-2.5%	-0.9	61	-1%
COc1ccc(NC(=O)CN(C)C(=O)C(C)Oc2ccc(Br)cc2)cc1 (stereo not given)	1.2%[50 µM]	-0.7	55	4%
CC(C)Oc1ccc(S(=O)(=O)N2CCCCC2)cc1NC(=O)CN1CCCC1c1cccs1 (stereo not given)	0.0%[50 µM]	1.0	66	0%
COc1ccc(N2C(=O)CC(c3ccccc3)CC2=O)cc1	2.5%	-1.3	65	6%
Cc1cccc(NC(=O)Nc2ccc(S(=O)(=O)Nc3onc(C)c3C)cc2)c1	0.3%[50 µM]	-3.7	40	5%
COc1ccccc1CNC(=O)CSc1nc2c(oc3ccccc32)c(=O)n1CC1CCCO1 (stereo not given)	0.3%[50 µM]	3.1	63	7%
CCOC(=O)c1ccccc1NC(=O)CSc1nc2ccccc2c(=O)n1CCCN1CCOCC1	-0.7%	7.3	73	-1%
COc1ccc(NS(=O)(=O)c2cccs2)cc1S(=O)(=O)N1CCCCC1	0.1%[50 µM]	-0.8	65	10%
O=C(CNC(=O)c1ccc(Br)cc1)Nc1ccc2c(c1)CCC2	1.0%[50 µM]	1.4	67	1%
CC(NC(=O)CN(Cc1ccccc1)S(=O)(=O)c1ccccc1)c1cccnc1 (stereo not given)	-0.3%[50 µM]	-1.8	51	-5%
COc1ccc(NC(=O)CNC(=O)CC23CC4CC(CC(C4)C2)C3)c(OC)c1	0.5%[50 µM]	-0.1	50	3%
CCN(CC(=O)Nc1cc(Cl)ccc1-n1cncn1)Cc1nc2ccccc2c(=O)[nH]1	0.8%[50 µM]	0.5	48	2%
NC(=O)c1ccsc1NC(=O)CS(=O)(=O)c1ccccc1	1.2%[50 µM]	0.1	54	10%
CCCC(NCC(=O)Nc1ccccc1C(=O)NC1CC1)c1ccccc1 (stereo not given)	0.7%[50 µM]	0.6	52	13%

Entries of single compounds as entered above.
CCOC(=O)C1=CN(Cc2ccco2)S(=O)(=O)N(C)C1c1cccc(OC)c1 (stereo not given) as listed: K1F lysis inhibition: 0.1%; NTR1 agonist: 0.8; NTR1 agonist cell count 20 µM: 57; MgcRacGAP inhibition: 11%
CCN(C[C@H]1N[C@@](Cc2ccccc2)(C(=O)OC)[C@H]2C(=O)N(Cc3ccccc3)C(=O)[C@@H]12)S(=O)(=O)c1ccc(OC(F)(F)F)cc1 as listed: K1F lysis inhibition: 0.6%; NTR1 agonist: 3.5; NTR1 agonist cell count 20 µM: 60; MgcRacGAP inhibition: 26%
CC(C)CN(C(=O)COC(=O)Cc1c[nH]c2ccccc12)c1c(N)n(Cc2ccccc2)c(=O)[nH]c1=O as listed: K1F lysis inhibition: -1.1%[50 µM]; NTR1 agonist: 0.0; NTR1 agonist cell count 20 µM: 48; MgcRacGAP inhibition: -5%

Bioassay records (PubChem BioAssay)
